# Compound activity from PubChem BioAssay.
# Anesthetic bind – binds horse apoferritin like a general anesthetic | P02791 | apoferritin/1-aminoanthracene competitive binding, fluorescence | Potency, µM (top dose mostly 77.5 µM), for inactives: at the top dose activity change, negative = displacement, hits mostly inhibitors | actives 0.074% (n = 350,000); note: potency is the fitted concentration of half-maximal effect; % is set by controls: 0 for no effect and ±100 for the full control effect; nearly all actives have a fitted effect of over 20% in size
# Target sequence (P02791 2-175 limits assumed): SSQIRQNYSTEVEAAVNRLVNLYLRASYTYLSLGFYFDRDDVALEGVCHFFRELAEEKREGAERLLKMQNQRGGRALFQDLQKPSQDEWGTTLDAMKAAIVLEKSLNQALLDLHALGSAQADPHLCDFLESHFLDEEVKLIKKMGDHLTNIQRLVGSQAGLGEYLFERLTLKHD
#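 Read-out: endpoint 1-AMA fluorescence, excitation 380 nm and emission 535 nm, after compounds sit 10 min at room temperature with 10 uM horse-spleen apoferritin in 50% saturated 1-AMA/PBS. Values come from four-parameter Hill fits.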
# Pol beta inh – DNA polymerase beta (human) inhibition; P06746; Pol beta primer extension/strand displacement, fluorescence kinetic; Potency, µM (series often up to 114 µM), for inactives: top-dose activity change, negative = inhibition, usual class: inhibitors; actives 1.3% (n = 340,000); AID 485314; note: potency is the fitted concentration of half-maximal effect; % is set by controls: 0 for no effect and ±100 for the full control effect
#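 Kinetic readout of DNA synthesis with strand displacement by Pol beta. Compound and 10 nM enzyme sit 15 min at room temperature; 50 nM substrate starts the reaction, read immediately and at 10 min.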
# LDHA inh – inhibitors of human lactate dehydrogenase A; P00338; purified LDHA, NADH/diaphorase-resazurin fluorescence; hits give low values; activity change, % (values are at about 110 or 230 µM); actives 0.15% (n = 480,000); in the data active = activity change below about -30%; inconclusive = mostly about -25% to -30%;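 note: plate controls were DMSO wells for no effect and wells without enzyme for full effect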
#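 LDH5 2 nM; NADH 0.06 mM, pyruvate 0.2 mM; 200 mM Tris pH 7.4, EDTA, Tween-20; 5 min RT. Detection: diaphorase 0.133 mg/mL + resazurin 37 µM, fluorescence ex540/em590 at 0 and 20 min; normalized to enzyme-free and DMSO wells.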
# ERG Ets-DNA blk – inhibitors of human ERG Ets domain-DNA interaction; P11308; fluorescence polarization, His-ERG Ets domain / labelled DNA; Potency, µM (series often up to 76.9 µM), for inactives: at the top dose FP activity, negative = inhibition, actives largely listed as inhibitors; actives 0.028% (n = 370,000); AID 624246; active = well fitted inhibition curve with a large enough effect in the polarisation, with a control signal flat; inconclusive = small, poorly fitted or top-dose-only effect, or effect the other way, or a change in a side signal; inactive = no such curve, though single readings can be large or run the other way; the % refers to the polarisation;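 note: polarization taken with two DNA probes labelled with fluorescein and Texas red; potency is the fitted concentration of half-maximal effect; % of control where 0% means no effect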
#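 His-tagged ERG Ets domain (1 uM in the protein solution; 300mM KCl, 50mM Tris-HCl, 1mM EDTA, 1mM DTT, pH 7.5) received compound, then a probe mix of 5 nM fluorescein-DNA and 100nM Texas-615-DNA. Fluorescence polarization was read for both dyes.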
# RGS4 inh – inhibitors of human regulator of G protein signaling 4; Potency, µM (series often up to 114 µM), for the others: at the highest dose activity change, negative = inhibition, actives largely listed as inhibitors; Transcreener GDP fluorescence polarization, RGS4-accelerated GTP hydrolysis; AID 504845; actives 0.039% (n = 390,000); note: potency is the fitted concentration of half-maximal effect; % is set by controls: 0 for no effect and ±100 for the full control effect; nearly all actives have a fitted effect of over 75% in size; some results filed as inactive show a strong effect at the top dose
#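 MLSMR compounds (23 nl, pin-transferred) preincubated 10 min at room temperature with a 500nM (2x) first reagent, then RGS4 at 900nM (2x) plus Transcreener GDP mix added; fluorescence polarization (620/688 nm) read before and after 90 min at 30 °C.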
# APE1 inh – inhibitors of human APE1 endonuclease | P27695 | recombinant APE1, TAMRA/BHQ-2 abasic DNA cleavage fluorescence | Potency, µM (series often up to 65.8 µM), inactives show at the top dose activity change, negative = inhibition, hits mostly inhibitors | actives 0.35% (n = 350,000);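 note: potency is the fitted concentration of half-maximal effect; plate controls were vehicle for no effect and reference inhibitor for full effect; nearly all actives have a fitted effect of over 55% in size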
#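 Compound pre-exposure to 0.75 nM APE1, 15 min at ambient temperature. Reaction initiated with 50 nM TAMRA/BHQ-2 THF substrate, read immediately in kinetic mode, 525 nm excitation, 598 nm emission.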
# 12-LOX inh – blocks human arachidonate 12S-lipoxygenase; actives 1.1% (n = 580,000); P18054; Potency, µM (highest dose often 108 µM), inactives show top-dose activity change, negative = inhibition, actives largely listed as inhibitors; purified 12hLO, xylenol orange hydroperoxide absorbance; AID 1671190; note: potency is the fitted concentration of half-maximal effect; % is set by controls: 0 for no effect and ±100 for the full control effect
#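 Hydroperoxide product was detected by ferrous iron/xylenol orange as the 573 to 405 nm absorbance ratio. Arachidonic acid at 40 uM (final) was turned over for 30 min at room temperature by 150 nM human 12hLO, pH 7.0 Hepes buffer, after 15 min compound preincubation.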
# Pol eta inh – blocks human DNA polymerase eta activity; Q9Y253; recombinant Pol eta, fluorescent DNA replication assay; Potency, µM (highest dose often 114 µM), inactives show top-dose activity change, negative = inhibition, hits mostly inhibitors; actives 1.2% (n = 390,000); note: potency is the fitted concentration of half-maximal effect; % is set by controls: 0 for no effect and ±100 for the full control effect
#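 Pol eta (10 nM) was preincubated with compounds for 15 min at room temperature, after which fluorescent replication substrate (50 nM final) was added to start the reaction. Fluorescence was read kinetically at 0 and 10 min.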
# Pol kappa inh – blocks human DNA polymerase kappa activity | Q9UBT6 | purified Pol kappa, fluorescent DNA synthesis assay, 10 min | Potency, µM (highest dose often 107 µM), without a hit: at the highest dose activity, negative = inhibition, actives largely listed as inhibitors | AID 588579 | actives 0.53% (n = 400,000); note: potency is the fitted concentration of half-maximal effect; % is set by controls: 0 for no effect and ±100 for the full control effect
# Target sequence (Q9UBT6 whole entry, looked up): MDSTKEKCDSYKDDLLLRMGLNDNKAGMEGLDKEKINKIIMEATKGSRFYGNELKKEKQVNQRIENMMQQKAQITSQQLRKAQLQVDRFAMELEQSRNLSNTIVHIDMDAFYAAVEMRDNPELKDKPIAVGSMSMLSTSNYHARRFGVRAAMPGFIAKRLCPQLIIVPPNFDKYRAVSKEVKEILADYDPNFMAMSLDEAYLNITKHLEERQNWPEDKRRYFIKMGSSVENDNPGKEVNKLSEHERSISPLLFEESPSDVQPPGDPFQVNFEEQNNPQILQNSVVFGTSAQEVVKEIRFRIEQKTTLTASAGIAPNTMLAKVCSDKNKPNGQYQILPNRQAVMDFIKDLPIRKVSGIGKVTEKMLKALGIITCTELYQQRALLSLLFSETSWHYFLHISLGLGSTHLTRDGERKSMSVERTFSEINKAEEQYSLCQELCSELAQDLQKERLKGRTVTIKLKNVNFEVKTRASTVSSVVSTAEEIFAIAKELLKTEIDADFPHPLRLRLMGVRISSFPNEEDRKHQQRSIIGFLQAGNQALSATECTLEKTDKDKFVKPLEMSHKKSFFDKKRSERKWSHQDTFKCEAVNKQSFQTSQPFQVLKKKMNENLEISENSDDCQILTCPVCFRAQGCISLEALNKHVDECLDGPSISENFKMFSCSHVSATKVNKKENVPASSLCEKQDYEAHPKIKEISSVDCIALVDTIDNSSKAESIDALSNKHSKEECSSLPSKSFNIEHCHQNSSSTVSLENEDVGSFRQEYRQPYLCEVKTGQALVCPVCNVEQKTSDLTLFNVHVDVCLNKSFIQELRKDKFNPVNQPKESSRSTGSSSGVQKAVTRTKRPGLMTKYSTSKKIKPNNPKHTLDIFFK
#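 10 nM Pol kappa was preincubated with compounds for 15 min at room temperature. Reaction started with 50 nM (final) substrate. Fluorescence read kinetically at 0 and 10 min.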
# The depositor's hits bear a star; ? = inconclusive; · = not tested or not shown; & = joins results of further samples; [ ] = remark or other dose. Unless noted, calls come from the whole dose curve; as a rule, active = well fitted curve in the direction sought with a large enough effect; inconclusive = small, poorly fitted or top-dose-only effect, or another doubt; inactive = no such curve, though single readings can be large; an effect the other way counts as inactive or inconclusive. Some of the compounds tested; count on the stated rates, not on these rows.
SMILES,Anesthetic bind,Pol beta inh,LDHA inh,ERG Ets-DNA blk,RGS4 inh,APE1 inh,12-LOX inh,Pol eta inh,Pol kappa inh
CCc1cc2c(cc3c(=O)n(CC(=O)N4CCN(c5cccc(C)c5C)CC4)nc(CC)n32)s1,-7.4%,20.5%,-14.8,-0.8%,19.6%,·,-16.7%,-14.1%,3.9%
O=C(/C=C/c1ccccc1)NCCc1c[nH]c2ccccc12,·,·,0.1&7.6,-0.5%,15.1%,·,0.0%&-17.1%,-11.7%,-13.2%
Cc1n[nH]c(C)c1S(=O)(=O)N(CC(=O)Nc1ccc(C(F)(F)F)cc1)c1ccc(C(C)C)cc1,-6.5%,-7.2%,0.0,3.0%,-18.6%,·,?,-7.4%,1.2%
Cn1c(=O)c2c(nc(NCCOc3ccc(F)cc3)n2C)n(C)c1=O,1.0%,?,2.7&-4.1,-0.1%,-23.6%,18.8%,?,-9.7%,0.2%
Cc1oc(-c2cc3c(cc2Cl)OCO3)nc1CN1CCCC1c1ccc(F)cc1 (centres undefined),-9.7%,3.1%,-6.2,-1.0%,7.4%,13.8%,-14.1%,-6.1%,-10.6%
COc1ccc(NC(=O)C2Cc3ccccc3CN2S(=O)(=O)c2ccccc2)cc1OC (centres undefined),-6.9%,-14.8%,-4.0,-3.2%,2.3%,·,-18.2%,-15.5%,-11.7%[60.1 µM]
CC1CCCCC1NC(=O)c1nn(C)c(=O)c2ccccc12 (centres undefined),-1.5%,5.2%,-1.1,2.0%,-19.0%,7.7%,5.2%,-11.5%,7.6%
COc1ccc(CNC(=O)C(=O)c2cn(CC(=O)N3CCCC3)c3ccccc23)cc1,-22.3%,-1.3%,0.6,7.0%,11.8%,14.9%,-14.3%,-5.1%,-5.8%
Cn1cccc1C(=O)Nc1ccc(Cl)c(S(=O)(=O)N2CCCCC2)c1,·,·,1.4,-10.8%,-40.6%,10.2%,?,-7.4%,-8.3%
N#Cc1c(-c2ccccc2)c(-c2ccccc2)nn(CC(=O)NNC(=O)Nc2ccccc2)c1=O,?,-17.4%,1.8,-2.7%,-23.9%,?,18.0%,-8.6%,-4.8%
Cc1nc(NC(=O)c2ccccc2)sc1-c1csc(Nc2ccc(C(=O)O)cc2)n1,-0.3%,16.2%,-7.6,5.3%,?,15.3%,-7.2%,17.8µM*,-25.8%
Cc1nn(-c2ccccc2)c(Cl)c1/C=N/NC(=O)c1ccncc1,1.8%,8.5%,-3.4,15.0%,-5.3%,-0.1%,0.0%,-10.8%,13.0%
COc1cccc(C(=O)Nc2nnc(-c3cccs3)o2)c1,-3.6%,-1.5%,-0.2,0.6%,18.9%,-8.3%,6.6%,-2.9%,-5.1%
CC1CCN(CC(=O)NC(=O)NCc2ccccc2)CC1,-7.6%,49.6%,-4.7,1.7%,-6.2%,12.6%,-7.5%,-13.7%,-11.1%
CC(C)(C)CNC(CO)C12CC3CC(CC(C3)C1)C2 (centres undefined),-6.5%,13.1%,-4.9,-14.9%,-9.4%,13.2%,-0.9%,-2.1%,-1.2%
Cc1c(C(=O)NNC(=O)c2ccccc2O)oc2ccc(Br)cc12,·,·,-0.7,12.0%,-15.5%,·,?,?,-8.8%
CC1=CC(=O)C(C(C)=Nc2cccc(Cl)c2)C(=O)O1 (centres undefined),·,·,-3.7,-4.3%,-11.1%,·,0.0%,-17.2%,1.0%
COCCNC(=O)COc1ncnc2ccc(Br)cc12,-9.2%,18.8%,0.0,-3.1%,-7.6%,10.8%,?,-15.1%,-7.3%
Oc1cccc(-n2nnnc2SCc2ccccc2F)c1,-17.2%,0.1%,-15.7,-9.3%,37.7%,9.8%,-16.9%,-16.5%,-13.4%[60.1 µM]
COc1cccc(OCCNC(=O)CSc2ccc(C(F)(F)F)cc2[N+](=O)[O-])c1,?,16.3%,1.3,7.0%,-28.5%,6.1%,?,-23.8%,-7.5%
O=C(Nc1ccccc1)C1CCCN1S(=O)(=O)c1cccs1 (centres undefined),·,·,-3.3,5.5%,-11.6%,33.8%,3.0%,-7.7%,8.6%
COC(=O)C1CN(C(=O)COc2ccccc2C)c2ccccc2O1 (centres undefined),-0.8%,-2.1%,0.2,7.9%,-10.2%,-4.7%,12.9%,-19.5%,7.6%
CN(c1ccc(OC(=O)CC2OC(=O)c3ccccc32)cc1)S(=O)(=O)c1ccccc1 (centres undefined),·,·,-1.8,4.7%,-18.8%,-1.7%,15.3%,-5.7%,6.5%
CCc1ccc(NC(=O)COc2coc(CN3CCc4ccccc4C3)cc2=O)cc1,·,·,-10.7,0.2%,34.6%,3.4%,-7.0%,4.6%,-9.9%
COc1ccc(C(CNC(=O)C2CC(=O)N(Cc3ccc(C)cc3)C2)N(C)C)cc1 (centres undefined),-10.1%,16.6%,-1.6,-5.0%,-9.5%,-0.2%,-28.5%,-14.7%,-2.3%

# Rewritten with tabs: two of the compounds above
canonical_smiles	Anesthetic bind	Pol beta inh	LDHA inh	ERG Ets-DNA blk	RGS4 inh	APE1 inh	12-LOX inh	Pol eta inh	Pol kappa inh
Oc1cccc(-n2nnnc2SCc2ccccc2F)c1	-17.2%	0.1%	-15.7	-9.3%	37.7%	9.8%	-16.9%	-16.5%	-13.4%[60.1 µM]
COc1cccc(OCCNC(=O)CSc2ccc(C(F)(F)F)cc2[N+](=O)[O-])c1	?	16.3%	1.3	7.0%	-28.5%	6.1%	?	-23.8%	-7.5%

# The results go on.
SMILES,Anesthetic bind,Pol beta inh,LDHA inh,ERG Ets-DNA blk,RGS4 inh,APE1 inh,12-LOX inh,Pol eta inh,Pol kappa inh
O=C(CN(C(=O)c1csnn1)c1ccccc1C(F)(F)F)NC1CCCCC1,8.0%,43.9%,-8.3,10.3%,15.6%,10.3%,-7.2%,-6.9%,0.5%
c1cncc(C(c2nnnn2C2CCCCC2)N2CCCCC2)c1 (centres undefined),-9.6%,17.6%,-4.1,8.3%,15.6%,0.4%,1.0%,2.8%,-7.5%
CCCn1c(NCc2ccc(N(CC)CC)cc2)nc2ccccc21,?,-0.5%,5.4,-3.8%,-24.9%,·,?,-5.3%,1.4%
CCN(Cc1ccccc1)C(c1ccccn1)c1nnnn1C(C)(C)CC (centres undefined),-20.1%,-2.8%,3.7,·,10.1%,1.5%,0.7%,-2.3%,-9.6%
COc1cc(-c2nc(-c3cccc(C)c3)no2)cc(OC)c1OC,-0.7%,-25.0%,5.1,·,-31.9%,9.1%,13.5%,-10.0%,-11.5%
NC(=O)c1cc([N+](=O)[O-])ccc1N1CCN(Cc2ccccc2)CC1,-13.6%,6.4%,0.3,-7.3%,9.9%,11.5%,?,-14.7%,2.1%
COc1ccc(CNc2nc(-c3cccnc3)nn2C(C)=O)cc1,-14.1%,14.2%,-8.3,-0.9%,-5.3%,0.4%,-18.8%,3.6%,-5.0%
CCCCC(=O)N1CCN(c2nc3ccc(Cl)cc3s2)CC1,-13.1%,-8.0%,-1.4,-3.0%,5.1%,-0.8%,8.0%,-22.8%,5.7%
C/C(CC(=O)NC1CCCC1)=N\NC(=O)Cc1csc(N)n1,-6.5%,16.5%,1.3,2.9%,16.3%,1.2%,-24.2%,-4.2%,-10.9%
Cc1ccc(Cn2c(SCC(=O)NCc3ccccc3Cl)nc3ccsc3c2=O)cc1,6.8%,1.9%,9.9,-1.3%,-32.1%,·,-21.8%,-17.4%,1.2%[60.1 µM]
CCn1nc(C)c(/C=C/C(=O)Nc2ccc(C)cc2C)c1C,-6.2%,1.7%,-5.0,8.9%,-4.1%,-1.4%,-6.1%,-2.8%,-11.5%
Cc1cc(C(=O)Nc2c(F)cc(F)cc2Br)cs1,-9.7%,2.6%,-1.5,-8.5%,-11.8%,-3.7%,11.3%,-14.5%,7.4%
O=C(Nc1ccccc1)OCN1C(=O)c2ccccc2C1=O,-16.9%,6.4%,-8.1,4.1%,-22.5%,-2.7%,0.0%,-10.0%,-33.9%
CN(C)c1ccc(C=NCCc2ccc(S(N)(=O)=O)cc2)cc1,-8.8%,0.8%,0.3,10.3%,0.1%,-11.8%,12.4%,-16.6%,3.2%
COc1ccc(S(=O)(=O)NC(CC(=O)NCCc2ccccc2)c2ccco2)cc1 (centres undefined),-1.8%,3.4%,-4.3,·,7.0%,-2.5%,15.4%,-1.5%,-1.6%
Fc1cc2[nH]cnc2cc1Cl,6.7%,0.1%,-12.5,9.9%,14.1%,-3.9%,0.0%,-5.2%,-10.4%
COC(=O)CCS(=O)(=O)c1nc(-c2ccccc2)cc(C(F)(F)F)n1,4.7%,-18.2%,3.0,-11.1%,?,-4.2%,·,-16.5%,-12.0%
CCC(=O)N1CCc2cc(S(=O)(=O)CCC(=O)Nc3cccc(F)c3)ccc21,2.5%,0.2%,-2.6,5.6%,?,2.4%,?,-4.5%,-5.6%
O=S(=O)(c1ccc(F)cc1)N1CCN(c2nc(-c3cccnc3)nc3ccccc23)CC1,·,·,-3.9&9.3,-9.3%[15.4 µM],-22.6%,-2.6%,6.4%&8.5%,-14.7%,-3.8%
Cc1cc(N2C(=O)[C@@H]3[C@H](C2=O)[C@@H]2C[C@H]3C(Br)C2Br)no1 (some centres undefined),3.4%,9.8%,-3.1,5.7%,-18.6%,0.7%,-2.7%,-15.2%,4.7%
COc1ccccc1-n1nnnc1SCC(=O)NC(=O)Cc1ccccc1,·,·,-9.4,-4.7%,2.1%,8.3%,-28.0%,-12.3%,-17.0%
